ROMK mod = human ROMK K+ channel modulation, primary screen. AID 1918. B-score at 10 µM. Tet-inducible ROMK, thallium flux fluorescence; actives lie on both sides. hit rate 2% among 130,000. P48048;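 active = signal ratio slope over the read window, or its plate-corrected B-score, at least 3 SD from the plate mean, either direction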;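 note: B-score of the F/F0 ratio slope over 7 to 12 s after thallium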
Target sequence (P48048 whole entry, looked up): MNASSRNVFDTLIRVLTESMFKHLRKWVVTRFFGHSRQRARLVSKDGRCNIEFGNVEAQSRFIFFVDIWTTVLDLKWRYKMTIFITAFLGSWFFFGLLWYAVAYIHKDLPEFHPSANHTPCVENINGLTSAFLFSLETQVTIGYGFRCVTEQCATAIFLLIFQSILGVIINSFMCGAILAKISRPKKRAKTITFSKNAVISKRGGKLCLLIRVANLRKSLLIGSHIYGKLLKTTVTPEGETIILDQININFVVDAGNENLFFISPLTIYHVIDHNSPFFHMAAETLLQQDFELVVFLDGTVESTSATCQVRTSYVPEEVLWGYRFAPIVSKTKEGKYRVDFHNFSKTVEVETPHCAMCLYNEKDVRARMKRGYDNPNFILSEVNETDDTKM
bIAP inh = blocks bovine intestinal alkaline phosphatase activity. AID 1019. inhibition, % at 20 µM. 190,000 tested, under 10 active. purified bovine IAP, CDP-star luminescence, 30 min;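 active = over 50% inhibition of intestinal alkaline phosphatase at 20 µM in the single-dose screen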
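Assay system: bovine IAP enzyme; medium: DEA buffer 100 mM, pH 9.8, with MgCl2 1.0 mM, ZnCl2 0.02 mM; doses: 20 µM single dose; incubation: enzyme reaction for 30 min at room temperature; detection: CDP-star luminescence signal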
DTT redox prof = compounds producing H2O2 with reducing agent – biochemical, NIH compound library profiling, artefact control for MLSCN library redox annotation, primary screen; DTT-dependent redox cycling H2O2, phenol red/HRP absorbance; 100% = 100 µM peroxide control, 0% = buffer; activation, % at 10 µM; hit rate 0.03% among 200,000; AID 878;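 active = activation of at least 50% relative to the plate's high and low controls in the primary single-dose screen; inactive = activation below 50%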;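 note: compound incubated with DTT at 0.8 mM final as the reducing agent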
Lmaj promast = Leishmania major promastigote growth inhibition; inhibition, % at 10 µM; Leishmania major promastigotes, resazurin fluorescence viability; hit rate 9% among 200,000; in the data active = inhibition above about 50%;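 note: promastigotes grown with compound for 44 hours at 28 °C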
PPARg SRC3 recr = agonists of human PPARgamma SRC-3 coactivator recruitment; P37231; AID 731; activation, % at 8 µM; hit rate 0.26% among 200,000; biochemical PPARgamma/SRC-3 coactivator recruitment assay; in the data active = activation above about 23%;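 note: 0% = DMSO and 100% = reference agonist; some compounds past the cut are filed as inactive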
Target sequence (P37231 whole entry, looked up): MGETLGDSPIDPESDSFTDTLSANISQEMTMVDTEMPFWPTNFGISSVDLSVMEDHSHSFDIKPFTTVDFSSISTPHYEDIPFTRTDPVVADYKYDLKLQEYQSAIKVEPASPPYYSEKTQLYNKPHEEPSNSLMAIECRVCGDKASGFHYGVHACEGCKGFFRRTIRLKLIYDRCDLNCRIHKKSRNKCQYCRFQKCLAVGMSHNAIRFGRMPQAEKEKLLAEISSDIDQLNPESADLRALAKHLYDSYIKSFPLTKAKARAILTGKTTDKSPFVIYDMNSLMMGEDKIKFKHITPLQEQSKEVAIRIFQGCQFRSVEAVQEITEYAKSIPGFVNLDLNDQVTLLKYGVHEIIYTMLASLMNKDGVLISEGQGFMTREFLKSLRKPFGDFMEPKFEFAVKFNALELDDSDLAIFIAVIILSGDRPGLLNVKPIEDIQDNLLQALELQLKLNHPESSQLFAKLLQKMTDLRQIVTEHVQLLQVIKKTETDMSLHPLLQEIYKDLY
PPARg SRC-1 ag = agonists of human PPARgamma SRC-1 coactivator recruitment | P37231 | PPARgamma-SRC-1 coactivator recruitment biochemical assay | activation, % at 8 µM | hit rate 0.41% among 200,000; in the data active = activation above about 19%;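 note: 0% = DMSO and 100% = reference agonist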
TR-FRET SRC-2 ct = counter-screen for PPARgamma SRC-2 recruitment agonists: TR-FRET artefact; hit rate 0.4% among 200,000; active compounds read high; TR-FRET ratio at 8 µM; in the data active = TR-FRET ratio above about 2000; note: inactives centre near 1500; reference of the scale not given here
RAM inhibit = inhibitors of the yeast RAM network. S. cerevisiae dse1pr::URA3 reporter, 5-FOA growth OD615, 2 d; analog-sensitive cbk1-as2 kinase mutant strain. inhibition, % at 50 µM. hit rate 1.8% among 190,000;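 active = inhibition above a set limit, 3 SD over mean compound inhibition, cut at about 8.4% in these data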;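 note: 0% = DMSO-only wells with no growth and 100% = 10 µM 1-NA-PP1 full growth; inhibition rescues growth on 5-FOA so higher OD means more RAM inhibition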
S1P3 antag = antagonists of human S1P3 receptor | inhibition, % at 4.98 µM | hit rate 0.27% among 170,000 | AID 485 | Q99500 | CHO S1P3 NFAT-BLA reporter, FRET fluorescence, antagonist mode;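 active = inhibition above the plate cutoff, the mean inhibition of test wells on that plate plus 3 SD, cut at about 28% in these data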;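 note: cells challenged with S1P at its EC80 of 0.8 µM; blue over green emission ratio from cleaved BLA substrate after 4 h stimulation; 0% = S1P-stimulated wells and 100% = unstimulated DMSO-only wells; some compounds past the cut are filed as inactive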
PPARg SRC2 recr = promotes SRC-2 coactivator recruitment by human PPARgamma. P37231. PPARgamma LBD-SRC-2 recruitment, biochemical. activation, % at 8 µM. hit rate 0.34% among 200,000. AID 1032; in the data active = activation above about 22%;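 note: 0% = vehicle and 100% = reference agonist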
Efa HMGR inh = E. faecalis class II HMG-CoA reductase inhibition; purified E. faecalis HMGR, NADPH absorbance 340 nm kinetic; inhibition, % at 10 µM; hit rate 0.41% among 190,000; AID 1066;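 active = inhibition above a set limit, the median over all tested compounds plus 3 SD, cut at about 9.5% in these data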;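 note: enzyme runs in reverse so mevalonate oxidation gives rising NADPH absorbance; 0% = complete reaction with DMSO and 100% = background rate lacking mevalonate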
Starred values were filed as active, the others as inactive; . = not tested or not shown.

Structure	ROMK mod	bIAP inh	DTT redox prof	Lmaj promast	PPARg SRC3 recr	PPARg SRC-1 ag	TR-FRET SRC-2 ct	RAM inhibit	S1P3 antag	PPARg SRC2 recr	Efa HMGR inh
CCN(CC)S(=O)(=O)c1cccc(C(=O)Nc2cccc(C)c2)c1	-1.83	21.7	0.0	62.0*	-9.3	2.9	1406	0.3	.	-12.2	-6.5
CC(Sc1nnnn1C)C(=O)NC(=O)NC1CCCCC1 (centres undefined)	-0.317	0.3	-0.9	-2.9	2.8	3.3	1582	0.6	-8.7	-2.7	-4.8
CCOC(=O)C(NC(C)=O)C(=O)Nc1ccc(C(C)C)cc1 (centres undefined)	-0.653	7.4	-1.9	-2.7	5.2	9.9	1793	-0.4	7.9	0.9	-5.0
O=C1NN(c2ccc(Cl)cc2)C(=O)/C1=C\c1ccc(-c2cccc(C(=O)O)c2)o1	0.106	26.6	0.1	-10.9	3.3	8.0	1628	3.8	-2.8	1.8	0.4
O=C(C1CCN(S(=O)(=O)c2cnc[nH]2)CC1)N1CCN(Cc2ccc3c(c2)OCO3)CC1	.	-16.1	-3.6	-5.7	-4.9	4.4	1518	0.3	-35.3	5.1	2.0
Cc1cc(C(=O)N2CCN(S(C)(=O)=O)CC2)cs1	.	2.6	-0.9	-8.9	2.9	-5.2	1584	2.6	-8.3	-0.1	-3.1
CC1=Nn2c(nnc2-c2ccc(F)cc2)SC1	0.631	3.6	0.4	-2.2	-7.5	5.0	1462	0.3	1.0	1.1	-3.3
Cc1ccc(COc2ccsc2C(=O)NNC(N)=S)cc1	-0.724	-3.9	-0.3	6.7	-7.5	-11.0	1549	3.4	-20.5	0.5	-1.2
COc1cc(C(=O)NCC2CCCO2)cc(OC)c1OC (centres undefined)	.	15.1	0.1	-2.9	-4.6	3.4	1560	0.5	.	8.2	-4.7
CCn1c(SCC(=O)N/N=C/C=C/c2ccco2)nnc1-c1ccccc1	.	-0.7	-0.5	-3.8	1.0	6.2	1618	2.1	0.0	-0.3	-9.0
N#Cc1c(N2C(=O)C3C4C=CC(C4)C3C2=O)sc2c1CCC2 (centres undefined)	.	9.0	3.8	-1.1	-1.5	-4.4	1344	2.4	11.7	-2.5	-1.1
CC(OC(=O)c1ccc(S(=O)(=O)N(C)c2ccccc2)cc1)C(=O)NCCC1=CCCCC1 (centres undefined)	.	-7.5	-0.3	8.8	-2.1	3.2	1344	8.8*	1.5	-3.5	-2.9
Clc1cccc(Cl)c1CON/C=N/c1ncnc2sccc12	.	7.9	2.5	-2.6	3.0	2.1	1445	1.9	.	-5.2	1.3
COc1cc(/C=C/C(=O)Nc2nc3ccc(S(=O)(=O)N(C)C)cc3s2)cc(OC)c1OC	.	5.1	0.3	9.5	-0.4	-6.4	1513	6.9	-9.3	2.1	3.2
CCC(CC)C(=O)NCCNC(=O)C(CC)CC	.	14.7	0.5	-8.0	4.8	1.4	1318	2.4	1.0	12.8	-3.9
CC(Oc1ccc(Cl)cc1Cl)c1nc(-c2ccc(NC(=O)c3ccncc3)cc2)no1 (centres undefined)	.	8.3	-3.2	1.9	-8.1	2.4	1467	6.1	.	1.2	-3.5
C/C(=N/OC(=O)c1c(-c2c(Cl)cccc2Cl)noc1C)c1cnccn1	-0.108	9.6	0.1	6.8	3.2	-1.2	1695	0.9	-7.1	12.3	1.6
CCOC(=O)c1ccc(NC(=O)N2CCCCC2)cc1	0.241	12.8	2.2	-4.3	-6.7	-2.3	1457	0.1	.	-2.0	-2.0
O=C(CSc1nnc(-c2c[nH]c3ccccc23)n1-c1ccc(F)cc1)NCc1ccco1	0.146	5.8	0.8	52.5*	-0.8	2.9	1543	0.0	12.8	16.5	-0.9
COc1ccc(CN2CCOCC2)cc1Br	.	3.9	0.2	-3.3	-12.3	13.5	1699	3.1	-12.1	5.2	0.3
COc1ccc(-c2csc(Nc3cccnc3)n2)cc1OC	.	18.8	1.7	18.3	15.2	3.2	1567	-0.3	.	8.7	-0.6
CCOc1ccccc1NC(=O)c1ccc(Cl)c(NC(=O)CC(c2ccccc2)c2ccccc2)c1	.	19.3	0.6	70.2*	10.5	1.1	1634	8.0	.	11.4	-3.1
COCCNC(=O)C(c1cccs1)N(CCc1ccccc1)C(=O)Cn1nnc2ccccc21 (centres undefined)	.	0.9	0.8	0.5	0.6	1.6	1591	3.9	-15.0	10.7	-4.7
CCOC(=O)c1c(NC(=O)c2nn(CC)cc2Br)sc(C)c1C	.	8.9	-0.7	-3.7	6.3	7.0	1418	3.2	0.1	2.3	0.3
CN(C)/C=C/C(=O)c1cccc(Oc2ncccn2)c1	-0.0502	-7.6	0.1	3.2	4.3	-0.2	1583	5.0	-7.0	-2.3	1.3
O=C1/C(=C/c2ccc([N+](=O)[O-])cc2)C=C(c2ccccc2)N1c1ccc(O)cc1	0.27	6.5	0.2	99.9*	4.8	-2.1	1633	4.3	.	8.6	-6.3
O=C(CN1C(=O)CCC1=O)c1ccc(-c2ccccc2)cc1	-0.00174	0.5	-0.4	-8.3	-3.1	0.0	1647	0.6	-26.1	10.3	1.4
O=C(NNC(=O)C1CCCO1)c1ccc(Cl)cc1 (centres undefined)	.	-26.1	1.9	-4.3	-1.3	-6.3	1386	-0.1	.	-5.0	1.8
COc1ccc(-n2c(SCc3ccc(C#N)cc3)nnc2-c2ccccn2)cc1	.	6.2	2.3	-5.0	-5.1	-5.2	1508	0.5	-1.0	-5.0	2.4
CCOC(=O)c1cn(CC(=O)Nc2ccc3c(c2)OCCO3)nn1	.	8.1	-2.4	-7.3	-11.6	5.3	1653	0.0	.	5.1	-4.9
Nc1c(N=Nc2cccc(Cl)c2)c(=O)[nH]n1-c1ccccc1	0.109	19.2	-10.0	-2.2	8.6	9.6	1561	4.5	.	9.9	-6.6
O=C(Cc1ccccc1F)Nc1nc(-c2cccnc2)cs1	-0.0703	-12.4	0.1	52.3*	0.9	-1.6	1601	4.4	-3.5	-2.6	-1.8
CCC(=O)N(Cc1cc2cccc(C)c2[nH]c1=O)c1ccccc1OC	.	-5.1	1.9	-0.5	-8.4	3.8	1447	-0.4	16.1	9.2	2.1
N/C(=N\OC(=O)CC1CCCCC1)c1ccccc1	-0.358	8.2	0.4	57.8*	-0.3	-4.3	1462	-0.8	3.4	-0.2	-9.7
CN1CCC(=NNc2ccc(S(=O)(=O)N3CCOCC3)cc2[N+](=O)[O-])CC1	.	8.9	0.0	32.5	1.3	8.9	1539	1.2	-6.6	-4.1	1.4
N#Cc1cc2c(nc1SCC(=O)Nc1sc3c(c1C#N)CCC3)CCCCCC2	.	0.0	0.3	1.9	-1.3	-0.2	1453	1.7	.	-9.6	-2.4
Cn1c(SCC(=O)NCc2ccco2)nnc1-c1c[nH]c2ccccc12	.	3.1	-0.6	-5.0	-0.9	3.7	1539	0.6	-3.1	4.9	-6.7
COc1ccc(C2CC(=O)n3c(nc4ccccc43)S2)cc1OC (centres undefined)	.	-1.3	3.1	2.2	-3.1	0.6	1436	3.3	.	-2.4	3.1
CCCCCCCCOC1OC(CO)C(O)C(O)C1NC(C)=O (centres undefined)	.	2.5	0.2	-3.7	-3.8	-1.5	1535	1.0	.	-6.2	-2.7
COC(=O)c1[nH]c2ccc(Cl)cc2c1NC(=O)c1ccccc1[N+](=O)[O-]	.	.	0.8	-5.0	0.7	-2.4	1547	1.7	-12.4	-4.6	-2.8
C[C@@H](C(=O)NCc1ccccc1)[C@H]1C[C@]1(C)[C@H](NC(=O)OCc1ccccc1)c1ccccc1	-2.53	19.2	0.2	26.6	-0.6	-2.3	1424	9.5*	5.2	11.0	-7.2
Cc1ccc(-c2cc3ncc(C#N)c(N)n3n2)cc1	-0.0165	-6.0	0.2	9.9	3.3	-2.1	1633	3.5	-8.7	3.8	-7.7
COc1cccc(CNC(=O)C(=O)NCCc2ccc(OC)c(OC)c2)c1	1.23	12.5	-0.2	48.6	-2.7	-9.4	1538	0.0	-14.1	-5.8	-5.2
O=[N+]([O-])c1c(C(Cl)Cl)nn(-c2ccccc2)c1N1CCCC1	.	18.8	-3.6	8.5	-3.4	-0.6	1517	-0.1	.	5.0	-4.6
Cc1ccccc1OCC(O)Cn1c(NCc2ccco2)nc2c1c(=O)[nH]c(=O)n2C (centres undefined)	-0.109	-7.9	-0.2	1.2	0.7	0.6	1349	0.3	-0.3	10.5	-2.7
CCN(CC)CC(=O)c1c[nH]c2ccc(C)cc12	.	-2.5	2.3	-1.9	-16.4	-2.1	1686	2.0	-31.3	-8.0	-7.4
CC(=O)c1c(C)oc(C)c1CSCc1ccc(C(=O)O)o1	.	8.4	-1.6	-3.1	10.6	7.9	1423	0.8	-23.3	-7.0	-4.0
CCOc1nc(Nc2ccc(OC)c(Cl)c2)nc(OCC)n1	-0.892	11.7	-0.1	35.5	-3.4	-0.3	1506	0.8	.	-1.8	0.3
CCN(CC)C(=O)COc1ccc2oc(-c3ccco3)cc(=O)c2c1	-0.6	10.0	-1.9	-1.1	5.4	8.4	1527	3.4	-1.0	4.0	0.6
Cc1ccc(C(=O)N/C(=C\c2cccs2)C(=O)NCCCn2ccnc2)cc1	0.916	9.9	-0.1	-0.1	-7.7	-8.1	1438	0.5	-25.8	-3.5	-2.4

(cont.)
Structure	ROMK mod	bIAP inh	DTT redox prof	Lmaj promast	PPARg SRC3 recr	PPARg SRC-1 ag	TR-FRET SRC-2 ct	RAM inhibit	S1P3 antag	PPARg SRC2 recr	Efa HMGR inh
COc1ccc(NC(=O)CC2Nc3cc(C)c(C)cc3NC2=O)c([N+](=O)[O-])c1 (centres undefined)	-0.983	0.3	-1.4	-2.2	7.9	10.4	1806	5.6	-12.1	14.9	-3.6
O=C(NCc1ccccn1)C1COc2ccccc2O1 (centres undefined)	.	-1.2	-0.5	-4.3	1.4	-13.8	1774	1.8	4.3	-4.5	4.4
CCCCn1nc(NC(=O)c2cccs2)c2cc3cc(OC)ccc3nc21	.	-16.5	2.7	38.0	8.7	8.8	1522	-1.3	24.1	-5.0	3.5
S=C(Nc1ccc(Cl)c(Cl)c1)NN1CCOCC1	.	17.3	0.8	-3.8	1.0	8.1	1644	1.9	-4.0	1.2	-5.1
O=[N+]([O-])c1cc(C(F)(F)F)cc([N+](=O)[O-])c1NCCCNc1ccc([N+](=O)[O-])c2cccnc12	.	-0.6	1.7	14.4	1.5	3.7	1534	9.0*	-9.5	-3.8	-4.3
Cc1ccc(-c2nc(P(=O)(c3ccccc3)c3ccccc3)c(N3CCOCC3)o2)cc1	-0.395	23.6	0.2	21.2	5.7	7.9	1562	2.2	-9.8	3.5	-1.3
